# EBI2 block: EBI2 (human) antagonism. P32249. 360,000 compounds, 0.81% hits. EBI2 beta-arrestin recruitment, luminescence, 7a,25-OHC stimulated. AID 651636. inhibition, % at 5 µM; in the data active = inhibition above about 38%;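 also: enzyme fragment complementation signal reports receptor beta-arrestin coupling in cells; 0% = agonist plus DMSO wells and 100% = wells without agonist; some results beyond the cut were filed as inactive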
# Target sequence (P32249 whole entry, looked up, the tested form may be a part): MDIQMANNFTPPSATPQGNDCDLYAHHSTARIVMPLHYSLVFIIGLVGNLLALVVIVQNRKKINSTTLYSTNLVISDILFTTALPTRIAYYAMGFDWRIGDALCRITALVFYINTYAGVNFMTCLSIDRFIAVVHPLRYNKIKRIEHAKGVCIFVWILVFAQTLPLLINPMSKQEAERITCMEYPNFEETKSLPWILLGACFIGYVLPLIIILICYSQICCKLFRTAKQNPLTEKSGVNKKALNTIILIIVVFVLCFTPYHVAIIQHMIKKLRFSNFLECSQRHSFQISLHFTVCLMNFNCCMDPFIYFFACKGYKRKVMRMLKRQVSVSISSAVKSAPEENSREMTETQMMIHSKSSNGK
# ATG4B inh: ATG4B (human) cysteine protease inhibition. inhibition, % at 8.33 µM. 340,000 compounds, 0.51% hits. Q9Y4P1. AID 504462. ATG4B cleavage of LC3-PLA2, NBD-HPC fluorescence, 1 h; in the data active = inhibition above about 40%
# APJ antag: APJ receptor antagonism; CHO-K1 APJ beta-arrestin complementation, luminescence; 330,000 compounds, 0.32% hits; inhibition, % at 20 µM;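 active = inhibition above about 40% at 20 µM, limit read from the data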;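 also: cells challenged with 10 nM apelin-13 agonist together with compound; plate controls were apelin-13 plus DMSO wells for no effect and DMSO wells lacking apelin-13 for full effect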
# APJ agonist: APJ receptor agonism | CHO-K1 APJ PathHunter beta-arrestin, luminescence; 0% DMSO wells, 100% apelin | activation, % at 20 µM | AID 2520 | 330,000 compounds, 0.11% hits;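 active = activation more than six SD over the plate average, tested at 20 µM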;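 also: 0% = DMSO alone and 100% = apelin-13 at 10 nM; some results filed as inactive read as strong as hits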
#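 Test system: CHO-K1 APJ beta-arrestin complementation cell line | Compound: Single test compound dose, 20 µM final, 1% DMSO | Incubation: Compound 90 min 25 °C, reagent 1 h | Measured by: beta-gal luminescence | Read-out basis: APJ–arrestin association signal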
# CCR6 antagonist: antagonists of human CCR6 receptor | P51684 | CHO-K1 CCR6 PathHunter beta-arrestin, luminescence, CCL20-stimulated | inhibition, % at 20 µM | 340,000 compounds, 0.49% hits | AID 493098;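 active = compounds whose inhibition of the agonist-driven luminescence signal at 20 µM reaches about 50%, limit read from the data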;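 also: cells stimulated with CCL20 at 14 nM final; plate controls were DMSO with CCL20 for no effect and DMSO without agonist for full effect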
# Target sequence (P51684 whole entry, looked up): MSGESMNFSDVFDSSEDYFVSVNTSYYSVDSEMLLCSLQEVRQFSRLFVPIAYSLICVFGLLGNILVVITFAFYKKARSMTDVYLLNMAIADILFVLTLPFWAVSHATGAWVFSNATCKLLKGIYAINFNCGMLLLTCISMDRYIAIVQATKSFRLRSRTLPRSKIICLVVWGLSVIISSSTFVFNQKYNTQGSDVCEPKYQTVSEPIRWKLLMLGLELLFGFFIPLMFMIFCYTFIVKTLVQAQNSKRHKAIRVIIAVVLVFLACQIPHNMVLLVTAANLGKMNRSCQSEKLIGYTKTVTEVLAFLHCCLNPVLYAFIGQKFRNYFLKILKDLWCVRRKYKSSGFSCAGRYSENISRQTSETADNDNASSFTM
# UBC13 polyUb: blocks human UBC13 polyubiquitin chain formation; P61088; TR-FRET; inhibition, % at 20 µM; 330,000 compounds, 0.47% hits; AID 485273; in the data active = inhibition above about 45%, passing the limit was not always enough
# Gli-Sufu antag: blocks Gli-Sufu signaling in a luciferase reporter; Sufu-KO-LIGHT fibroblasts, Gli luciferase reporter luminescence; inhibition, % at 5 µM; 340,000 compounds, 0.74% hits; AID 588413;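 active = inhibition above about 55%, limit read from the data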;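 also: 0% = DMSO-treated cells and 100% = wells with medium but no cells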
# CXCR6 inh: inhibitors of human CXCR6 receptor | CHO-K1 PathHunter CXCR6 beta-arrestin, luminescence | inhibition, % at 20 µM | 360,000 compounds, 0.36% hits | AID 602244; in the data active = inhibition above about 34%, passing the limit was not always enough;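 also: antagonist mode with CXCL16 agonist at 10 nM final; 0% = 10 nM CXCL16 with DMSO and 100% = unstimulated wells without agonist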
# Target sequence (O00574 whole entry, looked up): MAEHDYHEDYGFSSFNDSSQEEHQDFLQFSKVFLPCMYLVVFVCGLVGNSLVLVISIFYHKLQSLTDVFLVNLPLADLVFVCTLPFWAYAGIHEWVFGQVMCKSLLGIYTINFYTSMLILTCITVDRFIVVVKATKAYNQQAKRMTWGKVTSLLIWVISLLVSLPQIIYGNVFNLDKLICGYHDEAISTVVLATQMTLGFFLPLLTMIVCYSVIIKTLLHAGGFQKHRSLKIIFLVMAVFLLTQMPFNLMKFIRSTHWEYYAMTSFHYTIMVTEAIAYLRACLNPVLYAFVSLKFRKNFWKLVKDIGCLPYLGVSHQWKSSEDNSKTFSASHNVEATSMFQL
# * = called active by the depositor; x = no result given.
Structure	EBI2 block	ATG4B inh	APJ antag	APJ agonist	CCR6 antagonist	UBC13 polyUb	Gli-Sufu antag	CXCR6 inh
CNC(=O)C1CCN(S(=O)(=O)c2c(C)noc2/C=C/c2ccc(C)cc2)CC1	3	2	0	-2	5	-5	3	0
Cc1ccc(NC(=O)c2ccc(-n3cncn3)c([N+](=O)[O-])c2)cc1F	-9	-3	-30	12	11	-2	5	-11
O=C1CCC(C(=O)N2CCC(O)(c3ccccc3)CC2)CN1CCc1ccccc1 (stereo not drawn)	11	-2	21	-8	2	7	-8	-15
COCCNC(=O)C12CC3CC(C1)CC(c1ccccc1)(C3)C2	-2	-1	-2	-4	0	3	-13	4
CC(=O)Nc1sc(C)c(C)c1C(=O)OCC(=O)N(C)C1CCS(=O)(=O)C1 (stereo not drawn)	-2	0	19	-4	0	-17	-4	-7
O=C(C1CCN(CCCc2ccccc2)CC1)N1CCCCC1	-6	8	18	-2	-3	1	-6	-3
CSc1nn2c(C(F)(F)F)cc(C(F)(F)F)nc2c1C(=O)O	-9	8	11	-2	-14	-4	9	-10
Cc1cc(C)cc(NC(=O)N2CCC(C(=O)c3ccc(F)cc3)CC2)c1	13	-7	5	-3	14	4	18	0

# No new results follow: 2 of the compounds above.
Structure	EBI2 block	ATG4B inh	APJ antag	APJ agonist	CCR6 antagonist	UBC13 polyUb	Gli-Sufu antag	CXCR6 inh
CNC(=O)C1CCN(S(=O)(=O)c2c(C)noc2/C=C/c2ccc(C)cc2)CC1	3	2	0	-2	5	-5	3	0
Cc1ccc(NC(=O)c2ccc(-n3cncn3)c([N+](=O)[O-])c2)cc1F	-9	-3	-30	12	11	-2	5	-11

# (listing goes on)
Structure	EBI2 block	ATG4B inh	APJ antag	APJ agonist	CCR6 antagonist	UBC13 polyUb	Gli-Sufu antag	CXCR6 inh
CCOC(=O)CCCNC(=O)CN1CCC(c2nc3ccccc3s2)CC1	-16	0	20	-3	7	3	-2	8
COC(=O)c1ccc(CN2CCN(CCC(C)C)C(CCO)C2)cc1 (stereo not drawn)	-5	1	2	-2	-1	-4	0	6
CCCc1cc(=O)oc2c(C)c(O[C@@H]3O[C@H](CO)[C@@H](O)[C@H](O)[C@H]3O)ccc12	-19	4	-1	-5	7	-2	2	1
C=CCn1c(SCc2ccc3c(c2)OCO3)nc2scc(-c3ccco3)c2c1=O	-6	4	19	-6	11	-3	7	12
CC1Cc2ccccc2N1C(=O)CCn1c(=O)oc2ccccc21 (stereo not drawn)	4	-4	3	0	10	-3	3	6
CC1(C)C[C@@H](O)[C@]2(C)CC[C@]3(C)C(=CCC4[C@@]5(C)CC[C@H](O)[C@](C)(CO)C5CC[C@]43C)[C@@H]2C1 (stereo partly drawn)	-10	-18	5	-4	8	-14	-8	3
CCc1noc(C)c1C(=O)Nc1nc2c(C)cccc2s1	-9	-6	16	-5	6	0	2	-5
O=C(NCCN1CCOCC1)NC1(C(F)(F)F)Oc2ccccc2O1	-5	-13	-6	2	0	23	18	-4
O=C(O)c1ccc(CNC(=S)Nc2ccccc2)cc1	2	-8	9	-4	-10	2	5	-3
CC(=O)OCC(=O)Nc1c(C)cccc1C	5	-3	-21	-2	9	-3	-2	-9
COc1ccc(C2Nc3ccccc3NC3=C2C(=O)CC(C)(C)C3)cc1 (stereo not drawn)	-2	12	13	-1	21	1	-12	2
O=C(N/C(=C/c1ccco1)C(=O)N1CCCCC1)c1cccs1	0	3	-12	-3	-10	1	4	5
O=C(Nc1nnc(Cc2ccccc2)s1)C1CCC1	-14	4	2	1	3	0	-9	-2
CNC(=O)c1ccccc1NC(=O)c1cccc(S(=O)(=O)N2CCC(C)CC2)c1	22	-11	1	-2	9	50*	7	-1
COc1ccc(C(=O)Nc2nnc(SCC(=O)NCC3CCCO3)s2)cc1OC (stereo not drawn)	-6	1	9	-5	5	-16	-3	3
O=S(=O)(c1ccccc1)N1CCN(Cc2cccc(Cl)c2)CC1	0	-2	2	-1	-1	-8	-1	0
Cc1ccccc1Nc1nc(N)nc(CCl)n1	12	4	8	1	-6	0	5	-12
Cc1ccnc(NC(=O)c2cccc(NC(=O)c3ccc(Cl)c(Cl)c3)c2)c1	10	6	x	x	8	x	-16	9
CC1CCCCN1C(=O)c1cccc(NC(=O)c2ccccc2)c1 (stereo not drawn)	-12	3	8	-1	8	7	-20	-2
CC(C)(C)NC(=O)/C(=C\c1ccco1)NC(=O)c1ccco1	6	7	15	-4	-8	-4	29	1
Cc1ccc(C)c(OCC(=O)Nc2ccc(S(=O)(=O)Nc3ncccn3)cc2)c1	-3	-7	8	-4	13	-13	9	-4
COC(=O)CCc1ccc(OCC(O)CNC(C)C)cc1 (stereo not drawn)	5	-1	-9	-1	-3	-3	-4	-2
Cc1oncc1C(=O)N1CCCC(CO)(Cc2ccc(F)cc2F)C1 (stereo not drawn)	-5	12	-15	-6	-1	-1	-10	5
CCC1CCCCN1CCCNC(=O)c1cc2c(=O)oc3ccc(C)cc3c2s1 (stereo not drawn)	0	3	17	-4	27	24	27	4
O=C(CNC(=O)C12CC3CC(CC(C3)C1)C2)N1CCN(S(=O)(=O)c2cccs2)CC1	15	-15	-8	0	1	7	5	-4
O=C(CN1C(=O)C2CCCCC2C1=O)Nc1cc(C(F)(F)F)ccc1N1CCCC1 (stereo not drawn)	31	-11	10	-5	16	-3	-8	2
CCC(Sc1nc(=O)cc(N)n1CCc1ccccc1)C(=O)Nc1ccccc1C#N (stereo not drawn)	-3	5	-6	-1	9	-3	-26	7
CC1=C(C(=O)OC2CCCC2)C(c2coc3ccccc3c2=O)C2=C(CC(C)(C)CC2=O)N1 (stereo not drawn)	10	-2	-5	-2	12	6	8	9
CCCN(CC1CC1)c1nc(N)c(C#N)c(CC#N)c1C#N	12	1	-7	-3	13	14	8	-1
CCCCOc1ccc(C(=O)OCC(=O)N2CCOCC2)cc1	2	-1	-22	0	2	-9	-6	13
O=C(CNS(=O)(=O)c1ccc(Br)cc1Cl)OCC(=O)N1CCCC1=O	-4	2	-16	-1	-55	-2	-4	-6
Cc1cc(C)cc(OCC(=O)Nc2ccc(F)cc2)c1	-7	-18	12	1	6	-1	-3	-8
N#Cc1c(NC(=O)CCC(=O)O)sc2c1CCCC2	2	-1	28	-5	-2	9	-12	-2
COC(=O)c1ccc(NC(=O)C2CCCN2S(=O)(=O)c2ccc(F)cc2)cc1 (stereo not drawn)	-5	0	5	4	5	6	-6	5
O=C(O)CCCC(=O)N1CCN(C(c2ccccc2)c2ccccc2)CC1	-6	-10	-4	-2	3	6	3	-2
Cc1ccc(C(CC(=O)O)NC(=O)CN2C(=O)c3ccccc3C2=O)cc1 (stereo not drawn)	1	5	6	-2	-8	0	5	6
CNC(=O)CSc1nnnn1CCCOC	-3	-9	23	4	-4	-12	-6	6
CC(=O)Nc1ccc(S(=O)(=O)N2CCN(Cc3ccccn3)CC2)cc1	-4	-9	5	4	16	1	0	-11
COc1ccc(/C=N/NC(=O)CN2CCSCC2)c(OC)c1	-5	-1	11	8	2	-12	-8	-6
COc1ccc(-c2onc3ccc(C(=O)/C=C/N(C)C)cc23)cc1	4	6	-33	4	7	0	-23	-14
Cc1ccc2c(c1)N(CCC(=O)NCCCN1CCCC1)C(=O)C(C)O2 (stereo not drawn)	5	3	-9	-1	11	-3	-9	-6
CCCCc1nccn1CCn1ccnc1CCCC	1	-1	3	-3	1	8	6	-6
COc1ccc(CCN(C(=S)Nc2ccccc2)C2CC(=O)N(c3ccccc3)C2=O)cc1 (stereo not drawn)	19	-10	5	-3	-8	1	0	-1
CN(CC(=O)Nc1ccccc1C(=O)N1CCCC1)S(=O)(=O)c1ccc(Br)cc1	-5	-4	-1	-3	4	2	3	-4
COc1cccc(-n2nnnc2SCC(=O)Nc2ccccc2OC)c1	-3	-4	17	0	13	7	3	7
COc1ccc(/C=C/C(=O)Nc2cccc(S(=O)(=O)N3CCOCC3)c2)cc1OC	-4	-5	-1	17	7	-4	12	2
O=C(CN1CCN(Cc2ccc(F)cc2Cl)C1=O)NCCCN1CCOCC1	5	-9	-58	-2	-3	-6	13	-6
CC1Oc2cc3oc4c(O)c(O)ccc4c(=O)c3c(O)c2C1(C)C (stereo not drawn)	8	-3	-41	-6	-1	-13	-31	-4

# Arranged by number of heavy atoms (high to low): three of the compounds above
Structure	EBI2 block	ATG4B inh	APJ antag	APJ agonist	CCR6 antagonist	UBC13 polyUb	Gli-Sufu antag	CXCR6 inh
COc1ccc(/C=C/C(=O)Nc2cccc(S(=O)(=O)N3CCOCC3)c2)cc1OC	-4	-5	-1	17	7	-4	12	2
COc1cccc(-n2nnnc2SCC(=O)Nc2ccccc2OC)c1	-3	-4	17	0	13	7	3	7
CC1Oc2cc3oc4c(O)c(O)ccc4c(=O)c3c(O)c2C1(C)C (stereo not drawn)	8	-3	-41	-6	-1	-13	-31	-4

# Carrying on:
Structure	EBI2 block	ATG4B inh	APJ antag	APJ agonist	CCR6 antagonist	UBC13 polyUb	Gli-Sufu antag	CXCR6 inh
Cc1nn(-c2ccccc2)c(N2CCCCC2)c1/C=N/NC(=O)c1ccncc1	1	-7	11	1	1	-5	8	-8
CC1(C)CC(NCCN2CCN(C3=CC(=C(C#N)C#N)CC(C)(C)C3)CC2)=CC(=C(C#N)C#N)C1	20	-9	10	-3	25	0	17	12
Cc1ccc(C(=O)Nc2nn(C)c3cccc(F)c23)cc1	0	6	10	-2	4	4	-6	-1
O=[N+]([O-])c1ccc(CN2C=NS(=O)(=O)c3ccccc32)cc1	-1	-1	-7	-2	0	-4	6	-3
CCc1ccc(/C=C/C(=O)c2c(C)cc(C)[nH]c2=O)cc1	21	-14	12	3	-2	-6	-6	4
C/C(=N\NC(=S)NCC(C)(C)C)c1cc(F)cc(F)c1O	-9	-4	19	-2	24	11	-3	15
O=C(O)CCc1ccc(-c2ccccc2)n1-c1cccc(O)c1	5	-5	-2	-3	0	-4	1	-2
CSCCC(NC(=O)c1ccccc1)C(=O)NCc1ccc(S(N)(=O)=O)cc1 (stereo not drawn)	3	-7	-6	-2	5	6	8	7
FC(F)(F)c1cccc(N2Cc3ccccc3C2)c1	0	1	7	-4	13	-5	-74	6
CN1CCN(CCCNC(=O)c2ccc(/C=C3\Oc4ccccc4N(Cc4ccccc4F)C3=O)cc2)CC1	3	-1	-10	1	11	45*	2	6
COc1ccc(N2CCN(S(=O)(=O)c3cn(C)cn3)CC2)cc1	-4	1	-9	2	4	2	3	-2
Cc1cccc(C)c1OCCNC(=O)OCc1ccccc1	4	6	1	-5	4	9	2	6
COc1ccc(-n2c(=O)c3c4c(sc3n3c(=S)[nH]nc23)CCCC4)cc1	-11	-3	21	-2	-19	5	-5	16
CCCn1c(N)c(C(=O)CSc2nnc(-c3cccs3)n2C2CC2)c(=O)[nH]c1=O	2	-21	-8	-1	-4	0	4	-9
O=C(CCC1CCCCC1)NC1CCCCC1	6	-4	5	0	14	-7	-3	4
S=C(NCC1CCCO1)N1CCN(c2nc(-c3ccc(Cl)cc3)cs2)CC1 (stereo not drawn)	86*	-11	-15	1	-15	-13	31	-3
CCC(O)CC(C(=O)NNc1ccccc1)C(=O)NNc1ccccc1 (stereo not drawn)	-11	-8	16	-4	-3	0	5	-2
Cn1cc(S(=O)(=O)NCC2CCCO2)c(=O)n(C)c1=O (stereo not drawn)	-2	16	4	-3	7	-4	-40	1
CC(C)CC1NC(=O)N(CC(=O)Nc2ccc(-c3ccccc3)cc2)C1=O (stereo not drawn)	2	-16	-7	0	-5	-12	-13	3
Cc1cc([N+](=O)[O-])ccc1NC(=O)c1ccco1	5	2	10	-2	0	8	-14	-2
O=C(Nc1ccc(S(=O)(=O)Nc2ncccn2)cc1)C12CC3CC(CC(Cl)(C3)C1)C2	2	-2	-5	-1	-2	-11	3	0
COc1ccccc1CNC(=O)c1nnc(Cc2ccc(Cl)cc2)o1	-5	-1	-16	-2	6	-6	1	8
CCC(Oc1ccccc1)C(=O)Nc1ccccc1C(=O)N1CCOCC1 (stereo not drawn)	1	-4	0	2	15	1	-5	-7

# Source: PubChem (Sanford-Burnham Center for Chemical Genomics)

# Rows were taken by chance; any-hit rate near 3%.
